OX1R antag-1: human HCRTR1 antagonism | O43613 | CHO/OX1R cells, Fluo-8 calcium fluorescence, orexin A | inhibition, % at 5 µM | hit rate 0.43% among 330,000 | AID 434989;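 active = inhibition above its plate's threshold, mean inhibition of all tested compounds on the plate plus 3 SD, cut at about 37% in these data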;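 also: 0% = orexin A challenge wells and 100% = SB-334867-A antagonist wells; not every result past the cut was called active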
Target sequence (O43613 whole entry, looked up): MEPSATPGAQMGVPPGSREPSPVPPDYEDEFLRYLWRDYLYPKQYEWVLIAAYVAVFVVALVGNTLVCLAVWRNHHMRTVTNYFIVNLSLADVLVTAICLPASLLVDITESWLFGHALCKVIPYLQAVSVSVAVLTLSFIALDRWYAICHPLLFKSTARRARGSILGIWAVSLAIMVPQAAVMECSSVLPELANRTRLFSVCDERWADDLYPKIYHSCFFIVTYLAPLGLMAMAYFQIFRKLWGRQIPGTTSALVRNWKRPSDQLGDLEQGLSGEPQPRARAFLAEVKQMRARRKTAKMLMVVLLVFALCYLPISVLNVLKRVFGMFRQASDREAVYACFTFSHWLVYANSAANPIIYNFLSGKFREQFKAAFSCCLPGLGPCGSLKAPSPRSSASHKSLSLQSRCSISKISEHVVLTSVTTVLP
OX1R antag-2: OX1R (human) antagonism; O43613; OX1R-expressing cells, FRET antagonist read-out; inhibition, % at 6.6 µM; hit rate 1.8% among 330,000; AID 485270; in the data active = inhibition mostly above about 38%, no sharp cut-off; inactive = mostly below about 40%;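 also: 0% = agonist challenge alone and 100% = reference antagonist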
* = called active by the depositor.

#	Compound	OX1R antag-2	OX1R antag-1
1	Cc1c(Cl)c([N+](=O)[O-])nn1CC(=O)NCc1cccnc1	16	-5
2	CCSc1nc(-c2ccc(OC)cc2)n(-c2nc3ccccc3s2)n1	9	-16
3	CCCCNC(=O)CC1Nc2ccccc2NC1=O (stereo unspecified)	11	-6
4	COc1ccc(C(CNC(=O)c2ccccc2C)N2CCCC2)cc1 (stereo unspecified)	16	-35
5	CCN(CC)S(=O)(=O)c1ccc2nc(CCl)[nH]c2c1	11	3
6	O=C(N/C(=C/c1cccnc1)C(=O)N1CCOCC1)c1ccccc1	11	-4
7	CCNc1nc(NC(C)(C)C)nc(SC(C(C)=O)C(C)=O)n1	6	-34
8	O=C(CSCc1ccccc1)N1CCN(S(=O)(=O)c2ccc(F)cc2)CC1	-5	-20
9	NC(=O)COC(=O)c1cc(-c2ccco2)nc2ccccc12	11	-22
10	COc1ccc(C(=O)Nc2ccc(S(=O)(=O)N3CCN(C)CC3)cc2)cc1[N+](=O)[O-]	2	-10
11	O=C(CN1C(=O)CSC1=O)N1CCc2ccccc2C1	6	-3
12	O=C(O)Cc1ccc2sc(-c3ccccc3)nc2c1	2	-4
13	COc1ccc(/C=N/NC(=O)c2ccco2)cc1COc1ccc(F)cc1	15	-8
14	O=C(CSc1nc2cc(Cl)ccc2o1)NCCc1ccccc1	25	-10
15	COc1cc(OC)cc(-c2nnc(SCc3cccc(C(=O)O)c3)o2)c1	15	-8
16	NC(=O)c1ccccc1OCC(=O)Nc1cccnc1Cl	0	-5
17	CCOc1ccc(CN2CCNC(=O)C2CC(=O)O)cc1 (stereo unspecified)	10	-9
18	COc1ccc(N(C)C(=O)C2CCN(S(=O)(=O)c3cccc4nonc34)CC2)cc1	26	-9
19	N#Cc1c(NC(=O)c2ccc(Cn3cc(Br)cn3)o2)sc2c1CCCCC2	13	-23
20	Cc1sc2ncn(CC(=O)N3CCN(c4ccccn4)CC3)c(=O)c2c1S(=O)(=O)N1CCC(C)CC1	2	-10
21	NC(=O)COC(=O)c1cccnc1Nc1ccccc1F	21	-4
22	Cc1cccc(C)c1NC(=O)CNC(=O)CNC(=O)c1ccc2c(c1)OCO2	3	-7
23	Cc1ccc(NC(=O)CCCC(=O)O)c(-c2nc3ccccc3[nH]c2=O)c1	21	-11
24	CCCC[C@@H]1CNCCN1CCCc1cc(OC)c(OC)c(OC)c1	19	3
25	CCn1nnc(NC(=O)c2cccnc2)n1	4	-1
26	CCN1CCN(c2ccc(NC(=O)CCc3c(C)nc4c(-c5ccccc5)c(C)nn4c3C)cc2)CC1	15	-20
27	CCOc1ccc(N2C(=O)CN=C2Nc2ccccc2Cl)cc1	-4	-3
28	COc1ccccc1NC(=O)CSc1nnc2ccc(-c3cccnc3)nn12	19	-18
29	COc1cccc(-c2nc(NCC3CCCO3)c3ccccc3n2)c1O (stereo unspecified)	25	-26
30	O=C(NNC(=O)c1ccccc1Cl)c1ccncc1	12	0

Two entries picked at random from those above, as already listed:
#	Compound	OX1R antag-2	OX1R antag-1
29	COc1cccc(-c2nc(NCC3CCCO3)c3ccccc3n2)c1O (stereo unspecified)	25	-26
26	CCN1CCN(c2ccc(NC(=O)CCc3c(C)nc4c(-c5ccccc5)c(C)nn4c3C)cc2)CC1	15	-20

Continuation.
#	Compound	OX1R antag-2	OX1R antag-1
31	CN1CCN(C(=O)c2cccc(S(=O)(=O)N3CCCCC3)c2)CC1	2	3
32	CCOC(=O)C1=C(C)NC(C)=C(C(=O)OCC)C1C1=COCCO1	18	-24
33	CCS(=O)(=O)N1CCC(C(=O)NCCN2CCOCC2)CC1	3	-14
34	Cc1nc(Nc2ccccc2Br)c2nnn(Cc3ccccc3)c2n1	7	-10
35	O=C(NCCCn1ccnc1)c1ccc(Cl)cc1[N+](=O)[O-]	32	-12
36	O=C(O)c1sc2cc(C(F)(F)F)cnc2c1-c1ccccn1	9	-6
37	Cc1ccc(S(=O)(=O)Nc2ccc(C(=O)N3CCCC3)cc2)cc1	11	-27
38	Nc1cccc(C#Cc2ccc3c(=O)c4ccccc4oc3c2)c1	72*	52*
39	Cc1cc(C)n(CCc2nc(-c3cccs3)cs2)n1	42	-6
40	COc1cccc(OC)c1C(=O)NC(=O)Nc1c(F)cc(F)cc1F	7	-7
41	COc1ccc(CNC(=O)COC(=O)CN2C(=O)NC3(CCCC3)C2=O)cc1	-3	-4
42	CCN(CC)CCNC(=O)c1ccccc1C(=O)c1ncc[nH]1	16	-9
43	C/C(=N\Nc1cccc([N+](=O)[O-])c1)c1cc(F)ccc1O	68*	27
44	CC(=O)c1cccc(NC(=S)N2CCN(S(=O)(=O)c3ccc(F)cc3)CC2)c1	6	-16
45	Cc1cc(NC(=O)CSc2nc(-c3ccc(Cl)cc3)cs2)no1	16	3
46	COc1ccc(Cl)cc1NC(=O)CC1S/C(=N/N=C2CCCCCC2)NC1=O (stereo unspecified)	17	-3
47	COc1ccc(CCCc2nnc(SCC(=O)Nc3ccc(OC)cc3)o2)cc1	41	-28
48	COc1ccc(CNC(=O)c2cc(-c3ccc(OC)c(OC)c3)on2)cc1	10	9
49	CCC(=O)NCCc1nc2ccccc2n1CC	3	8
50	Cc1ccc(CNC(=O)COC(=O)c2c(C)noc2C)cc1	7	-22
51	Cc1cc(C)n(CC(=O)c2ccccc2)c(=O)c1C#N	12	-11
52	CCOc1ccc(NC(=O)N2CCC(NC(=O)c3ccco3)CC2)cc1	11	-23
53	CCOC(=O)N1CCN(C(=O)CS(=O)Cc2nc(-c3ccc(OC)c(OC)c3)oc2C)CC1 (stereo unspecified)	10	-10
54	CCOc1cc2[nH]c(=S)n(Cc3ccc(C(=O)NCCCN4CCOCC4)cc3)c(=O)c2cc1OCC	15	-13
55	COc1ccc(CCNC(=O)COc2ccc(S(=O)(=O)NC(C)C)cc2Cl)cc1OC	47*	16
56	O=C(O)CCC(=O)Nc1ccc(N2CCOCC2)cc1	4	3
57	Cc1cc(N2CCC(C)CC2)nc2ccc(N3C(=O)CCC3=O)cc12	29	-31
58	CN(C)S(=O)(=O)c1cccc(NC(=S)NC23CC4CC(CC(C4)C2)C3)c1	15	-18
59	O=C(c1cc(F)c(F)c(F)c1F)N1CCN(Cc2ccc3c(c2)OCO3)CC1	16	-19
60	COc1ccc(CCNC(=O)Cc2ccc(NS(=O)(=O)c3ccc(F)cc3)cc2)cc1OC	12	-11
61	Cn1c(=O)oc2cc(S(=O)(=O)Nc3ccc4c(c3)OCO4)ccc21	9	-14
62	CC(=O)c1ccc(-c2nnc(CCC(=O)N(C)Cc3cnc4ccccn34)o2)s1	40*	-9
63	Cn1c(NCCN2CCCCC2)cc(=O)n(C)c1=O	2	-6
64	CCOC(=O)CSc1nc(-c2ccccc2)nc2ccc(F)cc12	1	-7
65	OCc1nc2ccccc2n1C/C=C/c1ccccc1	3	-10
66	Cc1cc(Br)ccc1NC(=O)CN1C(=O)CCC1=O	6	0
67	Cc1cccc(CN2C(=O)c3ccccc3S(=O)(=O)c3ccc(C(=O)NCCCN4CCCC4)cc32)c1	6	-27
68	COc1ccccc1NS(=O)(=O)c1cccc2cccnc12	10	-7
69	COc1ccc(CN2CCN(C(C)C)C(CCO)C2)cc1Cn1cncn1 (stereo unspecified)	6	-6
70	COc1ccccc1C1CC(c2ccccc2)=NN1S(=O)(=O)c1ccccc1 (stereo unspecified)	24	-20
71	Cc1ccn2c(=O)c(C(=O)NC3CCCCC3C)c(O)nc2c1 (stereo unspecified)	3	0
72	CC(=O)OCC(=O)Nc1ccccc1C	13	-5
73	CCNC(=S)NNc1nc(N2CCOCC2)nc(N2CCOCC2)n1	17	-23
74	COC(=O)c1sccc1NC(=O)c1c(C)cc(=O)oc1C	25	-22
75	CC(C)NC(=O)CS(=O)(=O)c1ccccc1	35	-14
76	O=C(CCC(=O)N1CCOc2ccc(Cl)cc21)NCCCN1CCOCC1	12	-11
77	Cc1oc(-c2ccccc2F)nc1CSCC(=O)NCc1ccc2c(c1)OCO2	31	-25
78	O=C(COc1ccccc1[N+](=O)[O-])Nc1ccc(Br)cc1	17	-22
79	Cc1ccc(Cl)cc1NC(=O)C[n+]1ccc(Cc2ccc([N+](=O)[O-])cc2)cc1	67	-6
80	CCN(CC)S(=O)(=O)c1cc(NC(=O)C(CC(C)C)NC(N)=O)ccc1C (stereo unspecified)	33	-7

(more compounds)
#	Compound	OX1R antag-2	OX1R antag-1
81	O=C(Nc1nnc(-c2ccccc2)o1)c1ccc(Cl)cc1	23	1
82	NC(=O)CCN1CCCCC1	2	-6
83	CC/C(Cc1ccccc1)=N\NC(=O)c1cc([N+](=O)[O-])cc([N+](=O)[O-])c1	29	-21
84	COc1cccc(SCC2(O)CCN(C(=O)c3ccc(Cl)cc3)CC2)c1	-5	-26
85	CN1CCN(C(=O)/C(=C/c2ccc(F)cc2)NC(=O)c2ccccc2)CC1	5	0
86	Cc1c(-n2cc(C(=O)c3cc(Cl)ccc3O)cc(C#N)c2=O)c(=O)n(-c2ccccc2)n1C	18	-29
87	N#C/C(=N\Nc1ccc([N+](=O)[O-])cc1)C(=N)N1CCOCC1	17	3
88	O=C(NCC1CC1(Cl)Cl)Nc1ccc(Cl)c(Cl)c1 (stereo unspecified)	39	2
89	N#Cc1ccc(CSc2nnc(Cc3cccs3)n2Cc2ccco2)cc1	23	-2
90	CCOC(=O)C1=C(c2ccc(O)cc2)NC(=O)NC1C (stereo unspecified)	0	-6

Three structures from above, sorted by molecular weight, high to low.
#	Compound	OX1R antag-2	OX1R antag-1
89	N#Cc1ccc(CSc2nnc(Cc3cccs3)n2Cc2ccco2)cc1	23	-2
83	CC/C(Cc1ccccc1)=N\NC(=O)c1cc([N+](=O)[O-])cc([N+](=O)[O-])c1	29	-21
81	O=C(Nc1nnc(-c2ccccc2)o1)c1ccc(Cl)cc1	23	1

Going on with the list:
#	Compound	OX1R antag-2	OX1R antag-1
91	CCOCCCNCc1cn(-c2ccc(F)cc2F)nc1-c1ccccc1C	17	-35
92	COc1ccccc1C(=O)COC(=O)CNC(=O)c1ccc(Br)o1	13	-14
93	COc1cc(Nc2nc3ccccc3nc2NS(=O)(=O)c2ccc([N+](=O)[O-])cc2)cc(OC)c1OC	11	-27
94	Cc1ccc(NC(=O)COCC(=O)Nc2ccc(F)cc2)cc1	-6	-3
95	COc1cccc(CNc2nc(C(F)(F)F)nc3ccccc23)c1	24	-17
96	CS(=O)(=O)c1ccc(Cl)c(NC(=O)COC(=O)c2c(Cl)cccc2Cl)c1	23	2
97	Cn1c(CNC(=O)c2ccccc2F)cc2ccccc21	7	-10
98	CC(=O)Nc1ccc(S(=O)(=O)NC(=O)C23CC4CC(CC(C4)C2)C3)cc1	21	-11
99	COc1ccc(N2C(=O)CC(N3CCN(c4ccc(C(=O)c5cccnc5)cc4)CC3)C2=O)cc1 (stereo unspecified)	5	-33
100	COc1ccc(Nc2nc(N3CCCC3)nc3ccccc23)c(OC)c1	9	-14
101	COc1cccc(-c2csc(N3CCN(C(=S)NCC(C)C)CC3)n2)c1	23	-18
102	O=C(Nc1cc(Sc2ccccn2)cc([N+](=O)[O-])c1)c1ccc(Cl)cc1	94*	40
103	O=C(C1CC1)N1CCC(C(O)(c2ccccc2)c2ccccc2)CC1	5	-18
104	COc1ccc([C@@H]2[C@@H]3C(=O)N(C(C)(C)C)C(=O)[C@@H]3[C@]3(Cc4ccccc4)C(=O)N(c4ccc(C(F)(F)F)cc4)C(=O)N23)cc1	15	-31
105	N#C/C(=C\c1c(N2CCN(c3ccccc3)CC2)nc2ccccn2c1=O)S(=O)(=O)c1ccccc1	11	-29
106	CCCCOc1ccc(N=Nc2ccc(N)nc2N)cn1	7	4
107	COc1cc2c(cc1OC)CN(C(=O)CCc1c[nH]c3ccccc13)[C@H](C(=O)O)C2	10	-6
108	O=C(NCCCn1ccnc1)/C(=C\c1cccnc1)NC(=O)c1ccccc1F	1	-2
109	CC(c1ccccc1)N(NC(=O)C(O)(c1ccccc1)c1ccccc1)C(=O)c1ccccc1 (stereo unspecified)	16	-3
110	Cc1ccc(NC(=O)NNC(=O)c2cc3ccccc3cc2O)c(C)c1	-1	3
111	COc1ccccc1C(=O)OCc1ccc2sc(C)nc2c1	30	-27
112	c1ccc(Nc2nc(N3CCOCC3)c3ccccc3n2)cc1	26	-16
113	COc1ccc2cc(Br)ccc2c1CC(=O)NC1CC(C)(C)NC(C)(C)C1	17	-8
114	CCOc1ccccc1CNC(=O)C1CCN(c2nnc(C)c3c(C)n(-c4ccc(C)cc4)nc23)CC1	25	-19
115	Cc1ccc(NC(=O)c2ccccc2O)cc1	31	-11
116	COC(=O)c1ccc(NC(=O)c2ccco2)cc1	11	-11
117	CCOC(=O)CNC(=O)C1(/C=C/c2ccccc2)CC(=O)N1c1ccc(C)cc1 (stereo unspecified)	-1	-23
118	COc1ccc(NC(=O)CN(C)C(=O)Cc2ccc3c(c2)CCC3)cc1	25	-12
119	CCCc1cc(=O)[nH]c(SCC(=O)N(C)CC(=O)Nc2ccc(F)cc2)n1	-1	-26
120	CCC1Oc2ccccc2N(CC(=O)NCCC2=CCCCC2)C1=O (stereo unspecified)	23	43
121	CCn1nc(C)c(/C=N/NC(=O)CSc2ccccn2)c1C	17	-12
122	CC1(C)CC(=O)C2=C(C1)Nc1nc(SCCN3CCOCC3)[nH]c(=O)c1C2c1cccs1 (stereo unspecified)	-3	1
123	O=C(O)c1cc(-c2ccc3c(c2)OCO3)nc2ccc(Cl)cc12	42	-2
124	COc1cc(C)nc(N(C)C(C)=O)n1	17	-3
125	N#Cc1ccc(Oc2ccc(S(=O)(=O)N3CCCC3)cn2)cc1	22	-8
126	N=C1c2c(cc(=O)n3c2[nH]c2ccccc23)CN1CCN1CCOCC1	8	-6
127	Cn1nnnc1SCC(=O)Nc1ccccc1Br	12	-1
128	Cc1c(Cl)cccc1NC(=O)c1cccc(OC(F)F)c1	23	-20
129	C=CC[C@H](CC(=O)N(CCO)Cc1ccccc1)C(=O)N[C@@H](COC(=O)[C@@H](CC=C)Cc1ccc(F)cc1)Cc1c[nH]c2ccccc12	5	15

A few values from the entries so far.
OX1R antag-2 with #121 : 17
OX1R antag-1 with #128 : -20

Compound activity deposited in PubChem BioAssay by The Scripps Research Institute Molecular Screening Center.
